Screening data (PubChem BioAssay)
TPT1 inhibitor: inhibitors of Candida albicans tRNA 2'-phosphotransferase TPT1; recombinant caTPT1, FP RNA substrate dephosphorylation; inhibition, % at 5 µM; 0.81% of 300,000 active; AID 1962;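 active = inhibition above the mean of all tested compounds plus 3 SD, set per screening campaign, cut at about 24% in these data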;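 also: plate controls were DMSO alone for no effect and ferristatin control at 100 nM for full effect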
core dimer inh: HCV core protein dimerization inhibition; TR-FRET GST/Flag-core106 dimerization, 1536-well; AID 1899; 0.33% of 300,000 active; inhibition, % at 5 µM;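 active = inhibition above the mean of all tested compounds plus 3 SD, set per screening campaign, cut at about 45% in these data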
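Assay system: tagged HCV core106 pair (GST and Flag); medium: KF-containing HEPES buffer, pH 7.45, DTT, CHAPS, BSA; also added: Eu donor and XL665 acceptor anti-tag antibodies; dosing: 5 µM single dose; timing: compound-protein-antibody incubation 4 h at 22.5 °C; signal: TR-FRET 671 and 617 nm emission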
Efflux pump mplx: inhibitors of Candida antifungal efflux pumps expressed in yeast | S. cerevisiae Candida pump triplex, Nile Red efflux | inhibition, % at 10 µM | 0.44% of 330,000 active | AID 485275;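 active = plate passing quality check with inhibition over a set limit, or well fluorescence over plate mean plus 4 SD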;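 also: Nile Red retained in pooled yeast measured as flow cytometry median fluorescence; 0% = buffer negative control and 100% = Enniatin B positive control; higher means more Nile Red kept so more efflux inhibition; some compounds called inactive have numbers as strong as hits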
PP1 counter: blocks human PP1-alpha phosphatase, a PP5 counter-screen; purified PP1alpha, OMFP fluorescence; inhibition, % at 6.7 µM; 0.9% of 320,000 active; AID 2235;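 active = inhibition above the mean inhibition of all tested compounds plus 3 SD, computed separately for each screening campaign, cut at about 15% in these data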
Target sequence (P62136 whole entry, looked up): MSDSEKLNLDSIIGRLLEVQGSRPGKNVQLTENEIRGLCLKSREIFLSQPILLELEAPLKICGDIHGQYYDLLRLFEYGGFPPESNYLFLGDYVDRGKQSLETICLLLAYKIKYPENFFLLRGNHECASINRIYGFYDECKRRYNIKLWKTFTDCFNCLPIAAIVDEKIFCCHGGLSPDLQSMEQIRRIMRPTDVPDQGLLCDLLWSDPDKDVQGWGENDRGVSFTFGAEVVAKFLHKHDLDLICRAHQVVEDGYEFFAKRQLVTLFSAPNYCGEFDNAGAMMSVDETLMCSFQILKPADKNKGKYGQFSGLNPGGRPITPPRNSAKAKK
PREPL inhibitor: human PREPL enzyme inhibition; recombinant PREPL, fluorescence polarization activity-based probe; 0.68% of 320,000 active; inhibition, % at 5.96 µM; AID 2751; in the data active = inhibition above about 43%;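 also: 0% = enzyme with DMSO and 100% = wells lacking enzyme; many of its hits are not listed in these tables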
Target sequence (Q4J6C6 whole entry, looked up): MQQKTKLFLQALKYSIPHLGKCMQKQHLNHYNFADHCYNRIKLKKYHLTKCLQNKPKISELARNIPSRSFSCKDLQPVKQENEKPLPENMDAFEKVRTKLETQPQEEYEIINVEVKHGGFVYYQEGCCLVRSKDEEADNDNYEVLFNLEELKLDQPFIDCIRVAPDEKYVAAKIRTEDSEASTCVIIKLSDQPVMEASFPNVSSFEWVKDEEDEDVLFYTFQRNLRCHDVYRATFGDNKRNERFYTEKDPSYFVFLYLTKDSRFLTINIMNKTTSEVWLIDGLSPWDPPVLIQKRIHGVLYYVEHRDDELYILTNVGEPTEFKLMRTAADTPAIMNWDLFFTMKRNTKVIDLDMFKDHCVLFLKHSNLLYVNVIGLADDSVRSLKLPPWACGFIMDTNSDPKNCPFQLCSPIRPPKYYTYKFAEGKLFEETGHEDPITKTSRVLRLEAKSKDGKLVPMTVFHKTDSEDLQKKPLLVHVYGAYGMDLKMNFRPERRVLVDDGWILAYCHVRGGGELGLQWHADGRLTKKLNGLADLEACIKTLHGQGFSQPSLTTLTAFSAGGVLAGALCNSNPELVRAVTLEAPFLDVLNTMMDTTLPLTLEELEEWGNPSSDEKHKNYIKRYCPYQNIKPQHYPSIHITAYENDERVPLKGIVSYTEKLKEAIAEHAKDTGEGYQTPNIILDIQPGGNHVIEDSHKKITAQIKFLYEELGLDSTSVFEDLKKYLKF
EBNA-1 inhibitor: blocks EBNA-1 binding to DNA; EBNA-1 DNA binding, fluorescence polarization; inhibition, % at 14.8 µM; 0.34% of 300,000 active; in the data active = inhibition above about 28%
ZTA DNA inh: ZTA (EBV) inhibition in EBNA-1 counter-screen. P03206. ZTA-DNA binding, fluorescence polarization. inhibition, % at 11 µM. 0.15% of 320,000 active. AID 2234; in the data active = inhibition above about 33%
PP5 primary: PP5 (human) phosphatase inhibition | 0.18% of 320,000 active | purified PP5c, OMFP substrate fluorescence | inhibition, % at 6.7 µM | P53041;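 active = inhibition above the campaign's mean inhibition across all tested compounds plus 3 SD, cut at about 9.5% in these data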;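 also: 0% = DMSO only and 100% = 100 µM cantharidin control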
Fh CTSL1 inh: counter-screen for PFM18AAP inhibitors: inhibitors of F. hepatica cathepsin L1; recombinant F. hepatica cathepsin L1, Z-Leu-Arg-MCA fluorescence; inhibition, % at 5.96 µM; 0.49% of 300,000 active; AID 1906;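 active = inhibition above the mean of all tested compounds plus 3 SD, set per screening campaign, cut at about 17% in these data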;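 also: 0% = plate median of test compound wells and 100% = 1 µM Z-Phe-Ala-diazomethylketone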
* hit, by the source's call; . = not tested or not shown. An excerpt, so the mix of outcomes need not match the whole.

SMILES	TPT1 inhibitor	core dimer inh	Efflux pump mplx	PP1 counter	PREPL inhibitor	EBNA-1 inhibitor	ZTA DNA inh	PP5 primary	Fh CTSL1 inh
CC12CCC(C(=O)NCc3ccccc3Cl)(CC1=O)C2(C)C (stereo not given)	-2.3	1.2	0.1	-6.2	2.5	-2.1	0.2	0.7	-2.7
O=C(CNC(=O)/C(=C\c1ccccc1)NC(=O)c1ccc(Br)cc1)OCc1ccccc1	1.3	6.9	0.3	1.3	10.8	-21.0	4.3	2.9	-21.8
N#C/C(=C(/O)CN1CCOCC1)c1nc2ccccc2s1	1.0	-13.5	0.0	1.0	3.3	3.5	-4.0	2.0	0.9
CCc1cccc(CC)c1NC(=O)CCCSc1nc2ccccc2s1	-1.0	-2.4	0.1	2.0	15.7	4.5	3.7	0.9	0.2
Cc1cc(=O)oc2cc(OCC(=O)c3ccccc3)ccc12	0.2	-6.5	-0.1	0.1	9.5	-2.0	-1.9	-3.2	9.6
N#Cc1cccc(C(c2nnnn2C2CCCC2)N2CCC(Cc3ccccc3)CC2)c1 (stereo not given)	-4.7	9.4	-0.1	-0.9	27.7	8.4	-3.2	-0.2	0.3
CC(C)NC(=O)CSc1nc2ccccc2c(=O)n1CCCOC(C)C	-3.2	-5.5	-0.1	-2.1	2.3	-1.9	-3.4	1.6	-1.6
CCc1ccc(NC(=O)Nc2cccs2)cc1	1.8	6.5	0.1	-1.5	15.3	-17.4	6.2	5.6	-1.1
Cc1nnc(SCC(=O)N2CCN(C(=O)c3ccco3)CC2)n1C	.	.	-0.1	-1.1	15.8	.	-4.3	3.2	.
CCc1ccc(NC(=S)Nc2cccc(OC)c2)cc1	8.1	4.2	0.1	-4.7	6.5	-10.4	8.1	3.1	0.0
CCOc1ccc2[nH]c(C)c(CN3CCCCCC3)c(=O)c2c1	1.5	-5.9	0.2	-0.1	23.0	-22.3	-0.4	2.4	-0.2
Cc1ccc2[nH]c(=O)c(CN3CCCCC3)c(-c3ccccc3)c2c1	31.4*	9.5	0.1	6.0	8.4	-7.2	18.4	3.1	-1.2
CSc1cccc(NC(=O)CSc2nc3ccccc3o2)c1	-1.8	-3.2	-0.1	-0.8	1.6	3.2	2.6	1.9	-1.0
Cc1cc(NC(=O)CSc2nnc(Nc3ccccc3C)s2)no1	2.9	4.6	-0.1	-0.9	-4.7	-1.1	-6.0	0.3	-3.1
CCOC(=O)C1CCCN(C(=O)c2cc(S(=O)(=O)N(C)C)ccc2N2CCCC2)C1 (stereo not given)	0.5	-0.7	0.1	-2.5	15.8	-4.7	11.7	-0.1	-4.4
CC(C)C(=O)Nc1ccccc1-c1nc2ccccc2[nH]c1=O	-6.2	-5.0	-0.1	-3.3	13.2	-13.1	-9.3	1.9	3.4
COc1ccc(OC)c(NC(=O)NNC(=O)COc2ccc(F)cc2F)c1	-3.0	-10.9	-0.1	7.5	16.8	-4.0	-25.5	-0.9	1.1
COc1cc(C2NC(=S)NC3=C2C(=O)CCC3)ccc1O (stereo not given)	-0.2	2.7	-0.2	-0.5	4.6	-8.5	-2.4	1.9	2.4
O=C(COc1ccc(Cl)cc1Cl)OCn1nnc2ccccc2c1=O	2.7	5.2	0.0	0.6	-1.4	5.7	16.4	1.8	-13.8
COc1ccc(/C=N/Nc2snc(SC)c2C#N)cc1OC	3.9	-11.8	-0.1	3.0	22.7	-10.7	-7.5	4.2	3.1
COc1cc(C)c(Cl)cc1S(=O)(=O)n1cnc2ccccc21	1.1	-7.4	0.1	-2.7	9.1	7.0	6.5	2.8	1.0
CCOC(=O)Cc1nnc2c(Nc3ccc(Cl)cc3)nc3nonc3n12	0.5	12.4	0.0	1.6	-12.5	-6.3	7.0	1.3	2.1
CN(C1CCCCC1)S(=O)(=O)c1ccc2c(c1)c(=O)c(C(=O)NCCN1CCCC1)cn2C	1.5	5.9	-0.1	-2.6	-11.2	-2.3	0.8	0.5	-0.3
CCOc1ccccc1-c1nc(-c2ccc(NC(=O)c3ccc(Br)o3)cc2)no1	1.0	11.0	0.3	5.6	-23.7	15.1	-9.1	2.8	1.5

Five of the compounds above, with values under each structure.
The line under a structure holds: TPT1 inhibitor | core dimer inh | Efflux pump mplx | PP1 counter | PREPL inhibitor | EBNA-1 inhibitor | ZTA DNA inh | PP5 primary | Fh CTSL1 inh
COc1ccc(/C=N/Nc2snc(SC)c2C#N)cc1OC
    3.9 | -11.8 | -0.1 | 3.0 | 22.7 | -10.7 | -7.5 | 4.2 | 3.1
COc1cc(C2NC(=S)NC3=C2C(=O)CCC3)ccc1O (stereo not given)
    -0.2 | 2.7 | -0.2 | -0.5 | 4.6 | -8.5 | -2.4 | 1.9 | 2.4
CN(C1CCCCC1)S(=O)(=O)c1ccc2c(c1)c(=O)c(C(=O)NCCN1CCCC1)cn2C
    1.5 | 5.9 | -0.1 | -2.6 | -11.2 | -2.3 | 0.8 | 0.5 | -0.3
CCc1cccc(CC)c1NC(=O)CCCSc1nc2ccccc2s1
    -1.0 | -2.4 | 0.1 | 2.0 | 15.7 | 4.5 | 3.7 | 0.9 | 0.2
CSc1cccc(NC(=O)CSc2nc3ccccc3o2)c1
    -1.8 | -3.2 | -0.1 | -0.8 | 1.6 | 3.2 | 2.6 | 1.9 | -1.0

Next part:
SMILES	TPT1 inhibitor	core dimer inh	Efflux pump mplx	PP1 counter	PREPL inhibitor	EBNA-1 inhibitor	ZTA DNA inh	PP5 primary	Fh CTSL1 inh
Cc1nnc(SCc2nnc(-c3cccs3)o2)n1C1CCCCC1	0.0	-1.2	0.0	2.2	-5.6	-0.3	-3.0	1.1	-2.5
COc1cccc(NC(=O)C2C(c3ccccc3)C2(Cl)Cl)c1 (stereo not given)	1.2	9.3	0.2	4.2	-7.4	-6.2	18.1	6.0	1.0
O=C(COc1ccccc1)OCC(=O)c1ccc(S(=O)(=O)N2CCCCC2)cc1	.	.	0.0	-2.0	14.7	.	-4.5	0.8	.
COc1ccc([C@H]2CC(=O)C=C(c3cc4ccccc4s3)C2)cc1OC	.	.	0.1	-1.2	0.1	.	2.9	0.7	.
O=C(Cc1ccc([N+](=O)[O-])cc1)N1N=C(C2CC2)CC1(O)C(F)(F)F (stereo not given)	-5.4	5.6	-0.2	-0.9	-1.2	-0.6	8.2	-1.1	0.8
CC(=O)c1ccc(N2C(=NC(=O)C3CCCO3)SC3CS(=O)(=O)CC32)cc1 (stereo not given)	-2.7	-1.1	-0.1	3.5	11.5	3.5	-12.3	0.5	-0.7
C=C(C)C(C)(C#CCN1CCCC1)OC(C)=O (stereo not given)	-0.5	2.7	-0.1	-1.9	-3.0	6.7	22.9	-0.5	3.8
Cc1cccnc1CCNC(=O)c1ccc(OC2CCN(Cc3ccccn3)CC2)cc1	-6.9	-13.1	-0.1	0.2	0.7	0.7	2.6	0.8	-1.5
O=C(COC(=O)CN1C(=O)NC2(CCCC2)C1=O)Nc1ccccc1C(F)(F)F	-3.9	-1.4	-0.2	-6.5	13.9	-9.4	-19.6	-2.4	-21.4
C[C@@H]1CN=C2N(CCNC(=O)CCC3CCCCC3)[C@H](Cc3ccc(O)cc3)CN21	-0.5	-15.5	-0.2	2.3	3.8	-7.0	-21.7	-1.4	8.8
O=C(NC1CCCC1)C(c1ccccc1)N(C(=O)c1csnn1)C1CCCC1 (stereo not given)	5.0	-5.1	0.1	-4.2	14.3	-13.1	-3.4	0.4	-1.3
COc1ccc(OC2OC3COC(c4ccco4)OC3C(O)C2NC(C)=O)cc1 (stereo not given)	1.7	-3.0	0.1	1.8	-2.3	6.7	-1.2	0.7	1.1
COc1cc(C(=O)NCc2nnc(SCC(=O)Nc3cc(C)on3)o2)cc(OC)c1OC	-2.4	-4.5	-0.1	1.5	-5.1	0.2	-8.0	2.1	-1.5
Cc1nnc(SCc2ccccc2)nc1-c1ccccc1	-2.1	10.1	.	-2.0	2.4	6.7	-6.4	2.5	-1.2
CCOC(=O)CSC1=C(C#N)C(c2ccc(Cl)cc2)C(C(=O)OC)C(=O)N1 (stereo not given)	0.0	3.2	0.2	-1.1	-6.1	-8.4	-8.7	2.4	0.5
COCCCNC(=O)c1ccc(-c2nc3ccccc3nc2-c2ccccc2)cc1	-0.4	1.8	0.2	3.7	-12.4	18.6	-9.9	2.6	-0.9
CN(C)/C(Cn1cncn1)=C1/N=C(c2ccccc2)OC1=O	0.6	4.8	-0.1	-0.6	9.0	9.9	-18.6	-1.2	3.0
O=C1CN(C(=O)CN2C(=O)NC3(CCCCC3)C2=O)c2ccccc2N1	4.4	8.0	0.0	5.8	-3.9	1.3	28.6	-2.0	1.6
COc1cccc(NC(=O)C2CCCN2C(=O)Nc2ccccc2)c1 (stereo not given)	-0.6	-13.4	-0.1	0.3	6.7	-10.7	-14.3	0.4	0.9
COc1ccc(OC)c(C2=NO[C@@](CC(=O)O)(C(=O)Nc3ccc4c(c3)OCCO4)C2)c1	1.2	-0.2	0.2	-1.4	6.6	-15.3	1.4	-1.0	-1.4
O=C(CNC(=S)N(Cc1ccccc1F)C1CCCCC1)NCC1CCCO1 (stereo not given)	-1.1	3.0	-0.1	-5.1	9.3	4.3	8.4	3.7	6.8
Cc1cc(NCc2ccccn2)n2nc(C)c(-c3ccccc3)c2n1	0.1	0.3	0.0	-0.8	3.1	5.7	-0.7	1.5	2.1
CCOC(=O)C1(Cc2ccc(OC)cc2)CCN(C(=O)c2cncs2)CC1	-2.3	0.5	0.0	-1.4	-2.5	-7.3	-11.4	4.0	-2.6
COc1ccc(NS(=O)(=O)c2ccc(N3CCCC3=O)cc2)cn1	1.1	-2.1	0.0	0.0	-6.5	4.5	2.4	0.9	-0.8
c1ccc(-c2nc(NCc3ccco3)c3ccccc3n2)nc1	-2.9	-2.2	-0.1	25.6*	47.1*	2.5	-1.3	0.8	4.5
CCC(Oc1ccccc1)C(=O)NC1CCCCCC1 (stereo not given)	-0.4	-4.5	0.1	-4.3	-2.0	2.9	-2.9	-0.4	-0.1
Cc1cccc(C)c1NC(=O)COC(=O)Cc1ccsc1	-0.6	2.6	0.1	-4.2	1.9	7.4	-14.9	0.1	-1.7
CCOC(=O)N1CCN(S(=O)(=O)c2ccc(C)c(C)c2)CC1	-2.6	3.9	-0.1	3.6	5.1	12.3	-1.2	3.5	-1.9
NCCCCCc1nnc(SCc2ccc(Cl)cc2Cl)o1	-0.9	2.0	0.1	-3.4	13.9	0.5	14.2	-0.2	6.5
NS(=O)(=O)c1ccc(Nc2ccc([N+](=O)[O-])c3nonc23)cc1	38.3*	-13.6	-0.1	2.2	9.0	3.2	-3.0	2.9	7.0
Cc1n[nH]c(C)c1S(=O)(=O)Nc1ccc2c(c1)OCCO2	0.8	-6.2	-0.1	-0.2	1.8	3.6	-2.5	-2.0	-1.0
O=[N+]([O-])c1ccc(P(=O)(Cc2ccccc2)c2ccccc2O)cc1 (stereo not given)	-2.1	1.1	0.2	1.6	-6.6	5.0	-3.1	1.7	0.8
COC(=O)C(Cc1cnc(Cl)s1)(C(=O)OC)c1ccc([N+](=O)[O-])cc1	1.5	1.8	0.0	-1.0	-9.3	12.1	2.3	-1.0	3.9
Cc1cccc(C)c1NC(=O)C(C)N (stereo not given)	-3.1	-2.9	0.2	-7.8	-1.5	-9.0	2.0	1.4	-2.5
CC(C)(C)NC(=O)C(c1ccc(O)cc1)N(C(=O)CCC(=O)Nc1nccs1)c1ccc(F)cc1 (stereo not given)	-1.0	-3.0	-0.1	-1.4	8.4	-0.2	-6.4	0.6	4.0
Cc1cccc(Nc2nc(N)c([N+](=O)[O-])c(NCCO)n2)c1	-4.4	-1.9	-0.3	-0.8	-26.2	2.8	3.6	-1.3	0.3
COc1ccc(S(=O)(=O)N2CCN(C(=O)NCc3ccc(OC)c(OC)c3)CC2)cc1	-2.3	-5.9	0.1	0.8	7.1	6.7	-2.2	3.5	-1.2
O=C(CNC(=O)c1ccco1)N/N=C/c1ccccc1[N+](=O)[O-]	-2.2	1.3	0.0	-3.2	1.2	1.1	1.1	2.6	0.1
